Assay outcomes: PubChem, NMMLSC
ABCG2 inh – inhibitors of human ABCG2 transporter, ABCB1 counter-screen. Q9UNQ0. IgMXP3 cells, JC-1 efflux, flow cytometry. inhibition, % at 6.6 µM. 0.1% of 190,000 active;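 active = inhibition above 80%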;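 also: 0% = DMSO and 100% = nicardipine control wells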
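material = IgMXP3 (ABCG2) plus far-red-tagged CCRF-Adr (ABCB1) cells | amount = 3 million cells/mL, equal mix of both lines | also added = JC-1 transporter substrate | dosing = one concentration, 6.6 µM final | schedule = 10 min at 25 °C | measured by = flow cytometric JC-1 green MFI at 530 nm | read-out basis = percent efflux inhibition, scaled nicardipine 100% to DMSO 0%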
RGS4-Gao reg – modulates binding of RGS4 to human Galphao. AID 1415. Multiplexed bead flow cytometry; actives lie on both sides. binding response (% of control), % at 10 µM. 0.33% of 220,000 active; in the data active = binding response below about 49% or above about 150%; inactive = in between;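 also: fluorescent Galphao activated with aluminum fluoride binding bead-coupled RGS4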
RGS8-Gao – regulators of human RGS8-Galphao interaction. 0.34% of 220,000 active. multiplexed bead flow cytometry, RGS8-Galphao binding; actives lie on both sides. response (percent of control binding), % at 10 µM. P09471; in the data active = response below about 60% or above about 140%; inactive = in between;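 also: Galphao activated as the GDP aluminium fluoride complex binding bead-coupled RGS8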
Mcl-1 Bim block – inhibitors of Bim-Mcl-1 interaction, human; Bead-based flow cytometry, Bim peptide-Mcl-1 binding; inhibition, % at 10 µM; 0.1% of 190,000 active;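 also: 0% = no compound tracer wells and 100% = peptide blocker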
Target sequence (Q07820 whole entry, looked up): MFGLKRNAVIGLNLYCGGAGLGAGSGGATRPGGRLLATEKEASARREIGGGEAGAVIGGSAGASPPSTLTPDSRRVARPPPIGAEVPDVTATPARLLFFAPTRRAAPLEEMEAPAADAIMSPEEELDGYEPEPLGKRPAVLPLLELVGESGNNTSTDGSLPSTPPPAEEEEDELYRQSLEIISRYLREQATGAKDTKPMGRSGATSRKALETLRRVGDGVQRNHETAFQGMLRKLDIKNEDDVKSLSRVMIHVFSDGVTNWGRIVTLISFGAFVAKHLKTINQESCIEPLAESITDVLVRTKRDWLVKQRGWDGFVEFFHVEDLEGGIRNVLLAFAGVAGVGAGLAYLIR
Bim-Bcl-B – disrupts Bim peptide binding to human Bcl-B | inhibition, % at 10 µM | AID 951 | 0.073% of 190,000 active | bead-based flow cytometry;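 also: 0% = tracer peptide without compound and 100% = reference inhibitor peptide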
Target sequence (Q9HD36 whole entry, looked up): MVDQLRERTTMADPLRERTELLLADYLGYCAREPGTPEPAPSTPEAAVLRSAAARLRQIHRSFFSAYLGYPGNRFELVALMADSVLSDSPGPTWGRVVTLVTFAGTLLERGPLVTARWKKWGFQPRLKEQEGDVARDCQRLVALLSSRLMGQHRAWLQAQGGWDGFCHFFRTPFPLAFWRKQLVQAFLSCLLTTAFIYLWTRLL
ABCB1 inh – blocks JC-1 efflux by human ABCB1 transporter. inhibition, % at 6.6 µM. CCRF-Adr cells, flow cytometry. P08183. 0.067% of 190,000 active. AID 1326; in the data active = inhibition above about 40%;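 also: 0% = vehicle and 100% = reference inhibitor; higher value means more JC-1 retained so stronger ABCB1 efflux block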
Bcl-W Bim block – disrupts Bim peptide binding to human Bcl-W | Q92843 | bead-based flow cytometry | inhibition, % at 10 µM | 0.02% of 190,000 active | AID 952;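 also: 0% = bound tracer without compound and 100% = peptide blocker; higher means less fluorescent Bim peptide bound to Bcl-W beads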
Target sequence (Q92843 whole entry, looked up): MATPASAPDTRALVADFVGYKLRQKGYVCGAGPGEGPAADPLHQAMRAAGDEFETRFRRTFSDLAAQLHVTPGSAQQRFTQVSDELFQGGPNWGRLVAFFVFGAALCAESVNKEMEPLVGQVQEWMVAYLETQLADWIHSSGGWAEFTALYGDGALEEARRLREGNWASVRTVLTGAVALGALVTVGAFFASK
RGS7-Gao – modulates binding of RGS7 to human Galphao; P09471; Multiplexed bead flow cytometry; actives lie on both sides; binding response (% of control), % at 10 µM; 0.35% of 220,000 active; AID 1439; in the data active = binding response below about 49% or above about 150%; inconclusive = no clear call, values can overlap the other calls; inactive = in between;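 also: fluorescent Galphao held in activated GDP-AlF4 state binding bead-coupled RGS7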
Bim-Bcl-2 – inhibitors of Bim-Bcl-2 interaction, human; AID 950; P10415; 0.06% of 190,000 active; Bead-based flow cytometry, Bim peptide-Bcl-2 binding; inhibition, % at 10 µM; in the data active = inhibition above about 40%; inconclusive = no clear call, values can overlap the other calls;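 also: 0% = no compound wells with probe peptide and 100% = reference peptide inhibitor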
Bfl-1 Bim block – inhibitors of Bim-Bfl-1 interaction, human. Bead-based flow cytometry, Bim-Bfl-1 binding inhibition. inhibition, % at 10 µM. 0.12% of 190,000 active;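 also: 0% = wells without compound plus tracer and 100% = blocker peptide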
Bcl-XL Bim block – disrupts Bim peptide binding to human Bcl-XL. AID 1007. 0.04% of 190,000 active. bead flow cytometry, fluorescence. inhibition, % at 10 µM. Q07817
Target sequence (Q07817 whole entry, looked up): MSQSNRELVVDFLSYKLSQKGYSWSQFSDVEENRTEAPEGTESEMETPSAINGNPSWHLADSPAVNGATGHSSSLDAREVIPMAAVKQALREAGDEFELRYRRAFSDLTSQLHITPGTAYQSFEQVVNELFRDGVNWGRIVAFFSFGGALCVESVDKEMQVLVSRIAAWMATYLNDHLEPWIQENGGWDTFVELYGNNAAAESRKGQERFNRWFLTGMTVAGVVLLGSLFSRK
An asterisk follows results filed as active; ? = inconclusive. Rule as the data show it, unless noted: active = inhibition above about 40%. Rows are unselected; any-hit rate near 0.94%.

molecule	ABCG2 inh	RGS4-Gao reg	RGS8-Gao	Mcl-1 Bim block	Bim-Bcl-B	ABCB1 inh	Bcl-W Bim block	RGS7-Gao	Bim-Bcl-2	Bfl-1 Bim block	Bcl-XL Bim block
COCCN(C(=O)CNC(=O)c1cccs1)C(C(=O)NC1CCCCC1)c1ccco1 (stereo unspecified)	0	101	101	-1	0	-0.3	-3	104	-4	-1	0
CCN(CC)C(=O)Oc1ccc2cc(Br)ccc2c1	8	96	97	-2	-10	0.7	-5	102	-6	-16	-10
O=C(N/N=C/c1ccc2c(c1)OCO2)c1cc(-c2ccc(F)cc2)nc2ccccc12	-3	100	101	-2	-3	-0.4	-1	102	0	3	0
CN(C)c1nc(N)c([N+](=O)[O-])c(NCCO)n1	1	103	104	-3	-5	0.3	-3	104	-4	-1	-4
CC1CN(c2c3c(nc4ncnn24)CCCC3)CC(C)O1 (stereo unspecified)	0	102	104	-2	-7	0.0	0	102	-6	-14	-4
CCCCc1ccc(NC(=S)N2CCN(c3ncccn3)CC2)cc1	8	99	96	3	-7	0.7	0	99	3	1	-1
CCC(=O)N1CCc2cc(S(=O)(=O)NCCC(=O)Nc3ccccc3C)ccc21	3	102	101	-7	-13	0.4	-5	98	-10	-26	-11
CCOC(=O)N1CCN(C(=O)C(=O)NN)CC1	0	104	106	1	-1	-0.1	-3	99	-3	-6	-3
Nc1nnnn1/N=C/c1ccccc1C(F)(F)F	6	107	104	-4	-6	0.0	-1	102	-7	-6	-6
Cc1ccc(C(=O)NC(=S)Nc2ccc(NC(=O)c3cccs3)cc2)cc1[N+](=O)[O-]	0	112	118	-6	-8	-0.5	-12	119	-10	-4	-9
OCCC1CN(Cc2cccc3c2OCO3)CCN1Cc1ccccc1 (stereo unspecified)	1	97	102	-3	-6	1.1	-2	99	-3	-7	-5
CC1CCCC(C)N1C(=O)Cn1c(SCC(=O)NCc2ccc3c(c2)OCO3)nc2ccccc21 (stereo unspecified)	1	98	98	-2	-3	1.0	-2	98	-5	-4	-3

Some entries already given, reduced to ABCG2 inh:
SMILES	ABCG2 inh
CCC(=O)N1CCc2cc(S(=O)(=O)NCCC(=O)Nc3ccccc3C)ccc21	3
CCOC(=O)N1CCN(C(=O)C(=O)NN)CC1	0
Nc1nnnn1/N=C/c1ccccc1C(F)(F)F	6
Cc1ccc(C(=O)NC(=S)Nc2ccc(NC(=O)c3cccs3)cc2)cc1[N+](=O)[O-]	0
OCCC1CN(Cc2cccc3c2OCO3)CCN1Cc1ccccc1 (stereo unspecified)	1
CC1CCCC(C)N1C(=O)Cn1c(SCC(=O)NCc2ccc3c(c2)OCO3)nc2ccccc21 (stereo unspecified)	1

Sorted by molar mass (low to high): 3 of the compounds above.
molecule	ABCG2 inh	RGS4-Gao reg	RGS8-Gao	Mcl-1 Bim block	Bim-Bcl-B	ABCB1 inh	Bcl-W Bim block	RGS7-Gao	Bim-Bcl-2	Bfl-1 Bim block	Bcl-XL Bim block
CCN(CC)C(=O)Oc1ccc2cc(Br)ccc2c1	8	96	97	-2	-10	0.7	-5	102	-6	-16	-10
CCC(=O)N1CCc2cc(S(=O)(=O)NCCC(=O)Nc3ccccc3C)ccc21	3	102	101	-7	-13	0.4	-5	98	-10	-26	-11
Cc1ccc(C(=O)NC(=S)Nc2ccc(NC(=O)c3cccs3)cc2)cc1[N+](=O)[O-]	0	112	118	-6	-8	-0.5	-12	119	-10	-4	-9

(list continues)
molecule	ABCG2 inh	RGS4-Gao reg	RGS8-Gao	Mcl-1 Bim block	Bim-Bcl-B	ABCB1 inh	Bcl-W Bim block	RGS7-Gao	Bim-Bcl-2	Bfl-1 Bim block	Bcl-XL Bim block
CCCC(=O)Nc1cc(Cl)ccc1C	16	99	101	0	2	1.6	-1	100	1	4	0
COc1ccc(-n2nnnc2-c2cccnc2)cc1	3	101	101	0	-6	0.3	2	98	-8	-12	-3
CC(=O)c1cccc(NC(=O)CN(c2ccccc2)S(C)(=O)=O)c1	24	100	98	0	-2	0.7	4	101	-9	-13	1
CCCCC1(C)Nc2ccccc2-c2nc3ccccc3n21 (stereo unspecified)	3	101	101	0	0	0.5	0	99	0	0	2
O=C(Nc1nc(-c2ccc(-c3ccccc3)cc2)cs1)c1cnccn1	-10	102	105	-1	-6	-0.6	-2	103	-5	-16	-5
Fc1ccccc1NC(=S)N1CCN(Cc2ccc3c(c2)OCO3)CC1	2	96	100	0	-7	0.4	-1	?	1	-4	0
COc1cccc(N/C(N)=N/c2nc(C(F)(F)F)cc(=O)[nH]2)c1	6	99	105	17	-3	-0.3	1	100	-5	-2	-1
Cc1ccc(C)c(OCC(=O)N2CCN(C(=O)c3ccco3)CC2)c1	18	84	89	-7	-8	1.0	-6	90	-16	-8	-8
O=C(c1ccc(S(=O)(=O)NCc2ccco2)cc1)N1CCCC1	3	99	100	0	0	0.4	0	98	-1	-4	0
CCNc1nc(C(=O)O)nc(N2CCOCC2)n1	1	103	98	-6	1	0.5	0	100	-4	8	1
CCN1CCS/C1=C\C=C\C1=[N+](CC)CCS1	1	97	97	0	16	0.4	4	93	1	2	1
CC1CCCN(C(=O)COC(=O)c2n[nH]c3ccccc23)C1 (stereo unspecified)	7	93	97	-2	0	0.4	-3	94	-3	-2	-2

Next part; the last 2 above are carried over.
molecule	ABCG2 inh	RGS4-Gao reg	RGS8-Gao	Mcl-1 Bim block	Bim-Bcl-B	ABCB1 inh	Bcl-W Bim block	RGS7-Gao	Bim-Bcl-2	Bfl-1 Bim block	Bcl-XL Bim block
CCN1CCS/C1=C\C=C\C1=[N+](CC)CCS1	1	97	97	0	16	0.4	4	93	1	2	1
CC1CCCN(C(=O)COC(=O)c2n[nH]c3ccccc23)C1 (stereo unspecified)	7	93	97	-2	0	0.4	-3	94	-3	-2	-2
CCn1c(=O)c(C(=O)CN2CCN(S(=O)(=O)c3ccc(C)cc3C)CC2)c(N)n(Cc2ccccc2)c1=O	28	104	121	0	-8	19	-4	103	-1	1	-5
CC(=O)c1cccc(NC(=O)C2CCCN2S(=O)(=O)c2cccc3cccnc23)c1 (stereo unspecified)	0	102	100	0	-2	0.1	0	101	-6	-5	-3
O=C(NNc1cccc(Cl)n1)Nc1ccc(F)cc1	-2	97	96	2	-4	-0.9	-1	?	1	-3	-1
C#CCOc1ccc(/C=N/NC(=O)c2cccnc2)cc1OCC	7	101	99	4	5	0.9	4	103	3	-1	3
O=C1CC(c2ccccc2)Cc2nc3ncnn3cc21 (stereo unspecified)	6	99	100	0	-10	0.6	0	96	-9	-7	-1
COc1ccc(C(=O)Nc2ccc(S(=O)(=O)NC(C)=O)cc2)cc1[N+](=O)[O-]	0	94	96	0	-4	0.0	0	95	0	-1	0
CCC(=O)NCCc1nc2ccccc2n1Cc1ccccc1	0	95	95	-4	-5	0.3	-4	95	0	-2	-6
CCOc1ccc(CCNC(=O)C2CCN(c3nn4c(=O)cc(C)nc4s3)CC2)cc1OCC	1	95	99	0	-2	0.2	0	96	0	0	0
COc1ccccc1Nc1ncc(C(=O)N2CCN(Cc3ccc(OC)c(OC)c3OC)CC2)c2ccccc12	5	106	106	1	2	5.0	-5	101	0	7	-1
CC1CCN(S(=O)(=O)N2CCC(C(=O)NCc3cccs3)CC2)CC1	1	103	104	1	-6	1.2	-1	100	-9	-16	-7
CCCS(=O)(=O)c1c(S(=O)(=O)CCC)c2cnccn2c1C(=O)c1ccc(F)cc1	2	100	101	0	-2	1.5	0	97	-9	-18	-3
CC1=CC(=C(C#N)C#N)c2ccccc2N1C	4	100	98	1	1	0.1	0	?	0	-4	0

Exported with values under each structure: three of the compounds above.
Fields – ABCG2 inh	RGS4-Gao reg	RGS8-Gao	Mcl-1 Bim block	Bim-Bcl-B	ABCB1 inh	Bcl-W Bim block	RGS7-Gao	Bim-Bcl-2	Bfl-1 Bim block	Bcl-XL Bim block
> CCOC(=O)N1CCN(C(=O)C(=O)NN)CC1
→ 0	104	106	1	-1	-0.1	-3	99	-3	-6	-3
> Nc1nnnn1/N=C/c1ccccc1C(F)(F)F
→ 6	107	104	-4	-6	0.0	-1	102	-7	-6	-6
> Cc1ccc(C(=O)NC(=S)Nc2ccc(NC(=O)c3cccs3)cc2)cc1[N+](=O)[O-]
→ 0	112	118	-6	-8	-0.5	-12	119	-10	-4	-9

(cont.)
molecule	ABCG2 inh	RGS4-Gao reg	RGS8-Gao	Mcl-1 Bim block	Bim-Bcl-B	ABCB1 inh	Bcl-W Bim block	RGS7-Gao	Bim-Bcl-2	Bfl-1 Bim block	Bcl-XL Bim block
Cc1cc(=O)cc(C)n1-c1ccc(Cl)cc1	15	101	99	3	0	0.5	0	112	2	-5	-1
O=C(CN1C(=O)COc2ccccc21)Nc1ccc2c(c1)OCCO2	0	102	99	0	0	0.1	0	97	-2	-2	3
C#CCNC(=O)c1cccn1-c1ncc(C(F)(F)F)cc1Cl	1	96	100	1	2	0.3	0	96	0	2	0
CCOC(=O)COc1c(C(=O)OC)sc2ncccc12	5	102	98	0	1	1.3	-2	99	-2	-2	5
COc1cc(NC(=O)CSc2nccc(C)n2)c(C(=O)O)cc1OC	5	95	98	-5	-8	0.7	-5	96	-8	-7	-11
O=C(COC(=O)[C@H](Cc1ccccc1)NS(=O)(=O)c1ccccc1F)NC1CCCCC1	1	96	98	-2	-3	0.2	-3	95	-2	-3	-3
NC(=S)Nc1cccc2[nH]ncc12	1	103	103	0	-3	-0.2	0	111	0	-5	-2
Cn1cc(C(=O)c2cccc(Cl)c2)cc1C#N	21	101	102	-1	-3	2.2	0	?	-1	-6	0
CCCCNC(=O)c1onc(CSc2ccc(OC)cc2)c1C(=O)O	2	101	101	-4	-9	0.2	-1	97	-8	-15	-7
CCOC(=O)c1ccc(NC(=O)c2n[nH]c(=O)c3ccccc23)cc1	2	97	100	-1	-3	-0.2	-4	?	-3	-6	3
O=C(CO/N=C/c1ccc(OC(F)F)cc1)NCc1ccco1	13	101	97	0	-4	0.1	0	98	-4	-6	0
O=C(NCCCN1CCN(c2ccccc2F)CC1)C1CCC(=O)N1C1CCCCC1 (stereo unspecified)	2	100	103	-1	-10	0.8	0	97	-14	-13	-15
O=C1C(Cl)=C(Nc2ccccc2)C(=O)c2ccccc21	9	104	105	-6	-12	0.6	-4	101	-6	1	-8
CC(=O)O[C@@H]1[C@H](OC(=O)CC(C)C)c2c(ccc3ccc(=O)oc23)OC1(C)C	7	104	102	-3	-5	1.2	-2	102	-2	0	-4
Cc1c(Cl)cnc(NC(=O)COC(=O)c2cccc(S(=O)(=O)N3CCc4ccccc4C3)c2)c1Cl	2	105	103	-3	-5	0.8	-2	98	2	0	-7
O=C(C[n+]1cc(-c2ccccc2)n2c1CCC2)c1cccs1	3	101	94	0	2	1.0	0	101	0	3	-2
Cc1ccc(NC(=O)CCn2cnc3ccccc3c2=O)cc1	10	104	103	1	-3	1.3	1	103	-2	-1	1
CCN1CCN(CC(O)COCc2cc(OC)c(OC)c(OC)c2)CC1 (stereo unspecified)	1	101	105	1	0	0.0	0	103	-1	-6	1
Clc1ccc(OCc2nc(-c3ccncc3)no2)cc1	49	102	104	0	-6	-0.7	2	100	-8	-13	-4
